TDP43 rescue: inhibitors of TDP-43 toxicity in yeast; AID 652104; 1.8% of 410,000 active; TDP-43 expressing yeast growth rescue, BacTiter-Glo, 24 h; Potency, µM (top dose mostly 46.1 µM), without a hit: top-dose growth rescue (activation), actives largely listed as activators; note: potency is the fitted concentration of half-maximal effect; % of control where 0% means no effect; nearly all actives have a fitted effect of over 50% in size
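In this qHTS, compounds that restore growth of yeast expressing TDP-43 appear as activators. Cells (OD600=0.02, galactose medium, raffinose-pregrown) are incubated with compound 24 hr at 30 deg C and growth is quantified by BacTiter-Glo.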
PTHR1 agonist: activates the human parathyroid hormone receptor PTHR1; Q03431; HEK293 GP2 PTHR1 cells, GloSensor cAMP luminescence, 1 h; Potency, µM (highest dose often 115 µM), for inactives: at the highest dose activation, most hits filed as activators; 0.075% of 410,000 active; note: potency is the fitted concentration of half-maximal effect; nearly all actives have a fitted effect of over 55% in size; some results filed as inactive show a strong effect at the top dose; inactives centre near -15; many of its hits are not listed in these tables
Target sequence (Q03431 whole entry, looked up): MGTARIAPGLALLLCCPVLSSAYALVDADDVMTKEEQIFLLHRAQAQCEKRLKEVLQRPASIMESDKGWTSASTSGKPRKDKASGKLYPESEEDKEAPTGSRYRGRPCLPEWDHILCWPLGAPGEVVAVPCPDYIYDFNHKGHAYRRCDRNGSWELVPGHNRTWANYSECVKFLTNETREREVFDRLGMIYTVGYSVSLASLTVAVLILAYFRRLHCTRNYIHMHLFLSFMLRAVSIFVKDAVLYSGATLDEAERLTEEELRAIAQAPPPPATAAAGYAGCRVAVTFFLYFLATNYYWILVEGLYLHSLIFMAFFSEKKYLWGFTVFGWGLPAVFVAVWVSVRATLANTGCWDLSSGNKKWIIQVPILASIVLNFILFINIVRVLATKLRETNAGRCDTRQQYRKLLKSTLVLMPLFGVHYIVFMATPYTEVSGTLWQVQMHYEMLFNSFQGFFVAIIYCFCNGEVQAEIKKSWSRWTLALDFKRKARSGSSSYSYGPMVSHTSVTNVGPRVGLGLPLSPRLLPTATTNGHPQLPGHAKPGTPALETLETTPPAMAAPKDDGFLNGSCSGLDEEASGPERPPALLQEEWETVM
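HEK-293-derived GP2 cells expressing PTHR1 and a GloSensor cAMP reporter, 3,000/well, plated overnight, given luciferin plus IBMX (each 0.5 mM as added) for 1 h at 37 °C, then compound for 1 h at 37 °C. Luminescence was read after 15 min at room temperature.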
DRD3 agonist: agonists of human D3 dopamine receptor. D3R DiscoveRx beta-arrestin cells, luminescence, 90 min. AID 652048. max activation, %. 0.58% of 410,000 active; in the data active = max activation above about 30%; note: 0% is about no effect; mostly tested at two doses, the higher about 12 µM
Target sequence (P35462 whole entry, looked up): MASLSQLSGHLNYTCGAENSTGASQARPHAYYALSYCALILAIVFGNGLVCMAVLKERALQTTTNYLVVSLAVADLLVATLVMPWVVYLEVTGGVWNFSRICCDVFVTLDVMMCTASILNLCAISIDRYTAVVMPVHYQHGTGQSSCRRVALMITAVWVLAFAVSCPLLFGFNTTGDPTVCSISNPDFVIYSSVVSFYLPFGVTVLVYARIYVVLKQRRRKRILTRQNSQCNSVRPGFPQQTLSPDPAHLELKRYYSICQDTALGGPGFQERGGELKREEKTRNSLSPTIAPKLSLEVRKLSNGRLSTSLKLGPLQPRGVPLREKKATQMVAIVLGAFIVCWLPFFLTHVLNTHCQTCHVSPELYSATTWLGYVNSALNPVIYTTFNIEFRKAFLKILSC
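Cells at 1500/well, incubated overnight, then treated with pinned compounds (dopamine as control) for 90 min at 37 degrees C. DiscoveRx reagent added for 30 - 60 minutes at room temperature; luminescence read.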
KB-V1 cytotox: kills drug-selected multidrug resistant KB-V1 cells | KB-V1 MDR cells viability, CellTiter-Glo, 72 h | AID 1347076 | 3.4% of 400,000 active | Potency, µM (top dose mostly 46.1 µM), inactives show at the top dose activity change, negative = cytotoxicity, usual class: cytotoxic; note: potency is the fitted concentration of half-maximal effect; % is set by controls: 0 for no effect and ±100 for the full control effect; nearly all actives have a fitted effect of over 60% in size
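Following 72 h at 37 degrees C with compound, KB-V1 cell viability was read by CellTiter-Glo luminescence, medium being phenol-red-free DMEM plus 10% FBS; concentration-response parameters came from normalized, curve-fitted qHTS data.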
GLP-1R inv ag: GLP-1 receptor (human) inverse agonism; Potency, µM (doses to about 38.3 µM), inactives show at the top dose activity change, negative = inhibition, most hits filed as inhibitors; 1.6% of 410,000 active; HEK293 GLP-1R CRE-luciferase, luminescence, 24 h; GLP-1R form is constitutively active; note: potency is the fitted concentration of half-maximal effect; % is set by controls: 0 for no effect and ±100 for the full control effect; nearly all actives have a fitted effect of over 55% in size
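qHTS in 1536-well format: reporter HEK293 cells expressing constitutive GLP-1R activity in DMEM + 10% Nu serum, 24 hr with compounds at 37 deg C, luminescence read after 12 min with detection reagent.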
DRD3 antagonist: D3 dopamine receptor (human) antagonism; P35462; D3R cells, DiscoveRx beta-arrestin luminescence, antagonist mode; active compounds read low; max response, negative = inhibition, %; AID 652054; 2.5% of 360,000 active; in the data active = max response below about -50%; inconclusive = no clear call, values can overlap the other calls; note: % is set by controls: 0 for no effect and ±100 for the full control effect; mostly tested at two doses, the higher about 12 µM
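Cells plated overnight at 1500 cells/well, then exposed to library compounds with dopamine controls for 90 minutes at 37 degrees C. DiscoveRx reagent added for 30–60 minutes at room temperature; luminescence read, quantitative HTS format.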
GLP-1R agonist: GLP-1 receptor (human) agonism. P43220. HEK293 GLP-1R CRE-luciferase, luminescence, 4-6 h; cells express a hypersensitive GLP-1R form. Potency, µM (top dose mostly 45.6 µM), inactives show top-dose activation, most hits filed as activators. 0.007% of 380,000 active. AID 624172; note: potency is the fitted concentration of half-maximal effect; % of control where 0% means no effect
HEK293 tox: cytotoxicity counter-screen for GLP-1 receptor inverse agonists. HEK293 cAMP-luciferase reporter cells, luminescence, 24 h. Potency, µM (doses to about 38.3 µM), for the others: top-dose activity change, negative = inhibition, usual class: inhibitors. 0.13% of 410,000 active. AID 624418;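 note: loss of luciferase light is scored as toxicity; potency is the fitted concentration of half-maximal effect; % is set by controls: 0 for no effect and ±100 for the full control effect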
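MLSMR compounds, 24 hr on cells at 37 deg C/5% CO2; luminescence after luciferase reagent (12 min RT). Inhibition counted as the undesired cytotoxic outcome.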
aSyn yeast inh: rescues yeast growth from alpha-synuclein toxicity; Yeast expressing alpha-synuclein, growth rescue, BacTiter-Glo, 24 h; Potency, µM (series often up to 46.1 µM), for the others: at the highest dose growth rescue (activation), hits mostly activators; 0.14% of 370,000 active; AID 652106; note: potency is the fitted concentration of half-maximal effect; % of control where 0% means no effect; nearly all actives have a fitted effect of over 65% in size
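Readout is rescue of growth in alpha-synuclein-expressing yeast, so inhibitors of toxicity appear as activators. Growth after 24 hr at 30 deg C in galactose medium is quantified by luminescence.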
Numbers without * were called inactive; i = inactive; ? = inconclusive; · = not tested or not shown; [ ] = dose if it differs, or a comment. Unless noted, calls come from the whole dose curve; as a rule, active = well fitted curve in the direction sought with a large enough effect; inconclusive = small, poorly fitted or top-dose-only effect, or another doubt; inactive = no such curve, though single readings can be large; an effect the other way counts as inactive or inconclusive.

SMILES	TDP43 rescue	PTHR1 agonist	DRD3 agonist	KB-V1 cytotox	GLP-1R inv ag	DRD3 antagonist	GLP-1R agonist	HEK293 tox	aSyn yeast inh
CN(Cc1ccccc1)C(=O)c1cccc(NC(=O)c2ccco2)c1	17%	-13%	-1	-12%	-3%	-4	-9%	-5%	-13%
Cc1ccc(S(=O)(=O)N2CCOCC2)cc1NCC(=O)Nc1ccc(OC(F)(F)F)cc1	-2%	-23%	8	-21%	-2%	32	2%	-2%	0%
CC(=O)NCCNC(=O)c1cc(-c2cccc3ccccc23)nc2ccccc12	-3%	i	2	-9%	14%	10	-5%	10%	-3%
Cc1[nH]c2ccccc2c1Cc1nnc(SCc2ccccc2)o1	?	-28%	4	0%	11µM*	?	9%	-25%	?
CC1Cc2ccccc2N1C(=O)c1ccc(F)c(S(=O)(=O)N2CCOCC2)c1 (stereo unspecified)	5%	-21%	0	-9%	-22%	-6	1%	0%	16%
CN1C(=O)C(C)(C)c2cc(S(=O)(=O)N3CCCC(C(=O)NCc4ccccc4Cl)C3)ccc21 (stereo unspecified)	23%	-56%[inhibitor]	4	?	-23%	7	2%	-3%	6%
COc1ccc(OC)c(C(=O)c2c(C)oc3cc([N+](=O)[O-])c(O)c([N+](=O)[O-])c23)c1	?	-22%	-2	9%	-13%	-21	4%	-26%	3%
Cc1cc(C(F)F)n2nc(C(=O)Nc3ccc(S(=O)(=O)NC45CC6CC(CC(C6)C4)C5)cc3)nc2n1	-9%	8%[57.5 µM]	-14	?	0%	-7	-4%	7%	-5%
COc1ccc(CNC(=O)CCCn2nc(C)n3ccnc3c2=O)cc1	-1%	i	-6	3%	3%	-3	1%	4%	-3%
c1ccc(Nc2ncnc3[nH]ncc23)cc1	2%	i	1	-6%	16%	14	-2%	-11%	-1%
O=C(NC1CC2CCCC(C1)N2C(=O)Nc1ccccc1)c1ccccc1 (stereo unspecified)	4%	-9%	-3	?	5%	-9	5%	-6%	2%
CCN(CC)CCNC(=O)c1cn(CC)c2cc(N3CCN(C(=O)c4ccco4)CC3)c(F)cc2c1=O	12%	-24%	-2	20%	18%	6	12%	0%	3%
CCn1c(O)c(/C=C2\C=NN=C2c2ccc(C)cc2)sc1=S	-1%	-15%	2	0%	57%[activator]	0	13%	-20%	-4%
O=C(NC(=S)Nc1cc(C(F)(F)F)ccc1Cl)c1ccccc1	-6%	-10%[57.5 µM]	-10	-4%	?	?	1%	-26%	-6%
Cc1cccc(N2C(=O)/C(=C/c3cccnc3)SC2=S)c1	-22%	-12%	2	-10%	-27%	-17	-1%	-5%	0%
C=CCNC(=O)c1nc2ccccc2s1	9%	-25%	-1	14%	16%	-11	-6%	-3%	-5%
O=S(=O)(c1ccc(SCc2ccc(Br)cc2)nc1)N1CCCCC1	10%	-1%	-2	?	-38%	-5	-12%	0%	1%
COc1ccc(S(=O)(=O)N2CCOCC2)cc1NS(=O)(=O)/C=C/c1ccccc1	-3%	i	1	-4%	10%	-8	5%	6%	4%
Nc1c(Br)cc2c(c1Br)C(O)c1ccccc1-2 (stereo unspecified)	?	i	-13	-22%	-6%	-8	7%	-6%	17%
CCC(C)NC(=O)CSc1nnc(-c2ccc(OC)c(OC)c2)c(-c2ccc(OC)c(OC)c2)n1 (stereo unspecified)	0%	-4%	-1	23%	16%	12	8%	-11%	2%
CCOc1ccc(C2c3c(oc4ccc(C)cc4c3=O)C(=O)N2c2nc(C)c(C)s2)cc1OC (stereo unspecified)	-2%	i	-12	-7%	19%	·	·	1%	·
COc1ccc2nc(-c3ccccc3)nc(SC)c2c1	-1%	-18%	4	-9%	11%	50	-4%	10%	15%
O=C(CN1C(=O)NC(Cc2c[nH]c3ccccc23)C1=O)Nc1cccc(S(=O)(=O)N2CCCCCC2)c1 (stereo unspecified)	-8%	-28%	1	-10%	?	13	-9%	-7%	-3%
Cc1ccc(S(C)(=O)=NC(=O)NC(=O)c2c(Cl)cccc2Cl)cc1 (stereo unspecified)	-1%	i	3	11%	7%	7	2%	-18%	2%
O=C(O)c1cc(N=Nc2c(O)ccc3ccccc23)cc(C(=O)O)c1	-1%	i	0	0%	-3%	-5	-1%	-28%	1%
O=C(Cn1c(=O)oc2cc(S(=O)(=O)N3CCCC3)ccc21)Nc1ccc(OC(F)(F)F)cc1	8%	-14%	-6	5%	5%	·	·	7%	·
COc1ccccc1NC(=O)COc1ccc(/C=N/NC(=O)CSCc2ccc(Cl)cc2)cc1	19%	-35%[inhibitor]	25	5.2µM*	8%	64	-1%	6%	-1%
O=C(c1ccco1)N1CCN(Cc2cn[nH]c2-c2cccc3ccccc23)CC1	2%	-24%	-8	?	16%	2	-2%	1%	0%
Cc1ccc(C(C)NC(=O)c2c(C)noc2C)cc1C (stereo unspecified)	-3%	i	-5	1%	0%	14	-14%	-17%	2%
O=C1CC(=O)Nc2ccccc2N1	14%	i	9	12%	9%	2	4%	-6%	-2%
CCOc1ccc(CNC(=O)CCn2cccn2)cc1OC	16%	-25%	9	29%	7%	·	·	-2%	·
O=C(COc1ccc(Cl)cc1Br)NC(=O)NCc1ccccc1	6%	-17%	-9	-25%	3%	-2	13%	3%	4%
COc1ccccc1NC(=O)N1CCC(c2nc3cc(C)c(C)cc3[nH]2)CC1	-16%	-2%	-7	9.2µM*	?	-25	5%	?	0%
CCCCCOC(=O)C1=C(C)Nc2ncnn2C1c1cccs1 (stereo unspecified)	-2%	-63%[inhibitor]	1	?	?	70	0%	4%	1%
CC(C)c1ccc(OCc2nnc(SCC(=O)N3CCCCC3)o2)cc1	3%	-21%	8	3%	?	-4	20%	3%	10%
Cc1cccn2c(=O)c3cc(S(=O)(=O)c4ccc(Br)cc4)c(=N)n(C4CCCC4)c3nc12	15%	i	-2	1%	2%	18	-8%	4%	0%
COc1ccc(NC(=O)CN(C)C(=O)c2cc(-c3cccs3)nn2-c2ccccc2)cc1	-9%	-21%	-10	?	?	-8	8%	?	2%
O=C(N/N=C/c1ccc(OCC(=O)N2CCCCC2)cc1)c1ccccc1O	2%	-9%	-6	0%	6%	-8	7%	2%	-7%
CN1C(=O)/C(=C/c2ccc(OCc3ccc(C(=O)O)cc3)c(Cl)c2)NC1=S	6%	i	-2	0%	-8%	-15	-4%	13%	10%
O=C(NCCCN1CCOCC1)c1cccc(S(=O)(=O)Nc2ccccc2Cl)c1	-8%	-72%[inhibitor]	-2	-11%	?	-4	-3%	-29%	6%

Just aSyn yeast inh, for some of the entries so far:
| canonical_smiles | aSyn yeast inh |
| --- | --- |
| O=C(CN1C(=O)NC(Cc2c[nH]c3ccccc23)C1=O)Nc1cccc(S(=O)(=O)N2CCCCCC2)c1 (stereo unspecified) | -3% |
| O=C(c1ccco1)N1CCN(Cc2cn[nH]c2-c2cccc3ccccc23)CC1 | 0% |

Back to the main list, repeating the 3 entries before the break.
SMILES	TDP43 rescue	PTHR1 agonist	DRD3 agonist	KB-V1 cytotox	GLP-1R inv ag	DRD3 antagonist	GLP-1R agonist	HEK293 tox	aSyn yeast inh
O=C(N/N=C/c1ccc(OCC(=O)N2CCCCC2)cc1)c1ccccc1O	2%	-9%	-6	0%	6%	-8	7%	2%	-7%
CN1C(=O)/C(=C/c2ccc(OCc3ccc(C(=O)O)cc3)c(Cl)c2)NC1=S	6%	i	-2	0%	-8%	-15	-4%	13%	10%
O=C(NCCCN1CCOCC1)c1cccc(S(=O)(=O)Nc2ccccc2Cl)c1	-8%	-72%[inhibitor]	-2	-11%	?	-4	-3%	-29%	6%
Cc1oc2c(CN3CCCCC3C)c(O)ccc2c(=O)c1-c1ccccc1 (stereo unspecified)	8%	?	-3	6%	-3%	3	7%	9%	-8%
COc1ccc(CCNC(=O)c2ccc(NS(=O)(=O)c3ccc4[nH]c(=O)[nH]c4c3)cc2)cc1	15%	-19%	2	-2%	13%	4	7%	1%	-9%
O=C(CSC1=NS(=O)(=O)c2cc(F)ccc2N1)Nc1ccc(F)cc1	16%	i	-1	-4%	3%	-12	-12%	-12%	-6%
O=C(CNC(=O)N1CC(=O)Nc2ccccc21)Nc1ccccc1F	0%	i	-14	2%	10%	-11	-7%	-4%	-3%
Cc1ccc(CNC(=O)CSc2ccc(-c3ccco3)nn2)cc1	22%	i	-2	8%	1%	6	1%	-16%	-10%
O=C(NC1CC1)c1ccccc1	18%	i	7	1%	25%	21	-3%	7%	-5%
O=C(O)CCc1ccc(-c2ccccc2)n1-c1cccc(C(=O)O)c1	23%	i	-2	8%	8%	-14	-7%	2%	13%
CCOC(=O)c1c(C)nc2ccc(Cl)cc2c1-c1ccccc1	?	i	5	-13%	10µM*	8	?	-7%	-22%
O=C(C[C@H]1C[C@H](C(=O)N2CCCCC2)[C@@]2(CCc3ccccc3)c3[nH]c4ccc(Cl)cc4c3CCN2C1=O)NCc1ccco1	?	-9%	-15	0%	?	-23	-5%	9%	1%
COC(=O)CSc1nnc(NC(=O)CCc2ccccc2)s1	10%	-46%[inhibitor]	1	-17%	-17%	-1	-7%	6%	-13%
c1cc2c(cc1C1CCCN1)OCCCO2 (stereo unspecified)	18%	-20%	2	3%	4%	2	-3%	-8%	1%
O=C(CSc1nc2ccccc2s1)Nc1ccc2c(c1)OCO2	24%	-87%[inhibitor]	0	-8%	-20%	-7	18%	2%	0%
COc1ccc(-c2ccc(C(=O)NCc3ccc(N(C)C)cc3)c3occc23)c(C)c1	18µM*	-42%[inhibitor]	0	-21%	?	0	4%	-3%	-1%
CC[C@@H]1[C@H]2CCCC(=O)N3CC[C@@H](C[C@@H]1OC(=O)Nc1ccccc1)[C@@H]23	18%	-25%	-14	?	-1%	-14	6%	-17%	-4%
N#CCC(=O)Nc1ccc(C(=O)OCC(=O)c2c[nH]c3ccccc23)cc1	-9%	i	16	1%	-19%	12	10%	-14%	-2%

An excerpt, so the mix of outcomes need not match the whole.
